# Screens deposited in PubChem by National Center for Advancing Translational Sciences (NCATS).
# SNCA viab count = cell viability loss counter-screen | HEK-293-SNCA-luc viability, GF-AFC fluorescence, 24 h | Potency, µM (highest dose often 57.1 µM), without a hit: at the highest dose activity change, negative = cytotoxicity, most hits filed as cytotoxic | 0.12% of 150,000 active;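 note: potency is the fitted concentration of half-maximal effect; 0% = DMSO-treated cells and -100% = medium-only wells without cells; nearly all actives have a fitted effect of over 30% in size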
#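 Cytotoxicity counterscreen: after 24 h compound treatment of genome-edited SNCA-luciferase HEK-293 cells, live-cell protease substrate GF-AFC read by fluorescence after 30 min; activity scaled between DMSO (0%) and medium-only (-100%), curves Hill-fitted.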
# HEK cytotox = kills HEK 293 cells. HEK 293 viability, ATP luminescence (CellTiter-Glo), 48-72 h. Potency, µM (highest dose often 115 µM), without a hit: at the highest dose activity change, negative = cytotoxicity, usual class: inhibitors. 6.6% of 94,000 active; note: potency is the fitted concentration of half-maximal effect; nearly all actives have a fitted effect of over 60% in size
#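 Pintool-delivered compounds were incubated with HEK 293 cells (250 cells/well) at 37 degree Celsius for 48 or 72 hr. ATP-dependent luminescence (CellTiter-Glo) then reported remaining viable cells.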
# Luciferase inh = inhibitors of firefly (Photinus pyralis) luciferase; 2.5% of 76,000 active; AID 1347043; P08659; Potency, µM (series often up to 115 µM), without a hit: top-dose activity change, negative = inhibition, actives largely listed as inhibitors; purified P. pyralis luciferase, luminescence, biochemical; note: potency is the fitted concentration of half-maximal effect; nearly all actives have a fitted effect of over 65% in size
# Target sequence (P08659 whole entry, looked up): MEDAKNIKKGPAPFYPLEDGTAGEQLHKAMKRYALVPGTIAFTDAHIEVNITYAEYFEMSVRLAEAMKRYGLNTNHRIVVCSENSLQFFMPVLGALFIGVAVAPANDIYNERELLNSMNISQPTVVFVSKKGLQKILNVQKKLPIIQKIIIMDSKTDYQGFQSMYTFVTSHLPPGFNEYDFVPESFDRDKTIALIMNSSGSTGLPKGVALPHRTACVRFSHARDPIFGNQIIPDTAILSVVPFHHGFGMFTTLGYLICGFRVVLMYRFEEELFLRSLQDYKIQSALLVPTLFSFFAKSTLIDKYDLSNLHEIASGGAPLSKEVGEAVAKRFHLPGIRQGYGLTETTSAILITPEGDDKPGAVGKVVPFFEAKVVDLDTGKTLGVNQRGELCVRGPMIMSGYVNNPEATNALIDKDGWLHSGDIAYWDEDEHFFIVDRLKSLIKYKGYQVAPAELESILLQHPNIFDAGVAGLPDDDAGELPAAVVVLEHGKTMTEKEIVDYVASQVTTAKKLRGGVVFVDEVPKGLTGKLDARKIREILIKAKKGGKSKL
#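 Purified 10nM P. pyralis luciferase with 10uM D-luciferin and 10uM ATP in 50mM Tris acetate pH 7.5, 10mM Mg acetate, 0.01% Tween-20, 0.05% BSA. qHTS titration; luminescence read by CCD imager.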
# IP6K1 inhibitor = blocks human inositol hexakisphosphate kinase 1; Q92551; IP6K1 kinase, ADP-Glo luminescence, 2 h; stronger effect = lower value; activity change, % (series mostly up to about 58 µM); 0.81% of 140,000 active; in the data active = activity change below about -25%
#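 ADP-Glo luminescence measures ADP made by human IP6K1 during a 2 h RT reaction with ATP/IP6 (mix at 1.3 mM/130 uM); top library doses 57.5 and 19.1 uM final.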
# 3T3 cytotox = NIH 3T3 cell cytotoxicity | NIH 3T3 viability, CellTiter-Glo ATP luminescence, 48-72 h | Potency, µM (top dose mostly 96.7 µM), for inactives: top-dose activity change, negative = cytotoxicity, actives largely listed as inhibitors | 4.3% of 94,000 active; note: potency is the fitted concentration of half-maximal effect; nearly all actives have a fitted effect of over 55% in size
#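 NIH 3T3 cells at 400 cells/well received 23 nL of compound by pintool and were incubated 48 or 72 h at 37 °C. Viability was read as ATP-coupled CellTiter-Glo luminescence.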
# SNCA expr inh = SNCA gene expression inhibition | HEK-293 SNCA-luciferase knock-in, luminescence, 24 h | Potency, µM (top dose mostly 57.2 µM), for the others: at the highest dose activity change, negative = inhibition, usual class: inhibitors | 0.17% of 140,000 active | AID 1671194;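 note: potency is the fitted concentration of half-maximal effect; plate controls were DMSO cells for no effect and cell-free wells for full effect; nearly all actives have a fitted effect of over 45% in size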
# GPT2 inh = GPT2 alanine aminotransferase inhibition; Q8TD30; Recombinant GPT2, coupled pyruvate oxidase/HRP Amplex Red fluorescence; Potency, µM (doses to about 57.7 µM), without a hit: at the highest dose activity change, negative = inhibition, usual class: inhibitors; 0.25% of 100,000 active; AID 1671188; note: potency is the fitted concentration of half-maximal effect; nearly all actives have a fitted effect of over 60% in size; many of its hits are not listed in these tables
# Target sequence (Q8TD30 whole entry, looked up): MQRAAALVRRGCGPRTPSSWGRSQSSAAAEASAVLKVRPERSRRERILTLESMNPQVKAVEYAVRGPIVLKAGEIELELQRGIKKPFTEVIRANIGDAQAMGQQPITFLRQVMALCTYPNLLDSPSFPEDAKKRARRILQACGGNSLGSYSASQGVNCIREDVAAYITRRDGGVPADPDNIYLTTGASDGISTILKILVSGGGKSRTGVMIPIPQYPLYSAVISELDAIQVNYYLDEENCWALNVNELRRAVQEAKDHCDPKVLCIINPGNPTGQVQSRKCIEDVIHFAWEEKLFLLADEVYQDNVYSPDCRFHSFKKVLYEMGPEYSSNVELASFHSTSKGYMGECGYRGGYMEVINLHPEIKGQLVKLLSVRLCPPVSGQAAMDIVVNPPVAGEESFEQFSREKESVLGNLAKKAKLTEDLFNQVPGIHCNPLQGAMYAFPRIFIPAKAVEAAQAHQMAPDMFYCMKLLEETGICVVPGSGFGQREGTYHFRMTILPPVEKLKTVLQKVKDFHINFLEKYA
#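 Inhibition is scored from Amplex Red fluorescence generated when pyruvate oxidase and HRP act on pyruvate released by GPT2. Reactions contain 10ng/uL enzyme, 250uM a-KG and 2mM L-alanine and run 30 min at room temperature.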
# * hit, by the source's call; i = inactive; ? = inconclusive; / = not tested or not shown; & = joins results of further samples; [ ] = remark or other dose. Unless noted, calls come from the whole dose curve; as a rule, active = well fitted curve in the direction sought with a large enough effect; inconclusive = small, poorly fitted or top-dose-only effect, or another doubt; inactive = no such curve, though single readings can be large; an effect the other way counts as inactive or inconclusive. Unless noted, % is set by controls: 0 for no effect and ±100 for the full control effect. Not a hit list; 7.8% or so of the library scored in one or more.
# Order of results – Luciferase inh	IP6K1 inhibitor	3T3 cytotox	HEK cytotox	SNCA viab count	GPT2 inh	SNCA expr inh
- CN1C(=O)c2cccn2CC1C(=O)N1CCOCC1 (configuration not stated)
→ -8%	-6	0%	-8%	0%	i	-24%
- Nc1ccc(N2C(=O)c3ccccc3C2=O)c(Cl)c1
→ /	/	/	/	0%	i	0%
- COc1ccc(NC(=O)CSc2nc3ccccc3n2CC(=O)Nc2cccc(C)c2C)cc1
→ /	3	/	/	?	/	37%[activator]
- Cc1[nH]cnc1-c1nccn1-c1ccc(NC(=O)CN2CCOCC2)cc1
→ 1%	38	i	11%	-3%	i	17%
- CC(C)CNC(=O)C1CCCN(c2ccnc3ccnn23)C1 (configuration not stated)
→ /	26	?	-21%[172 µM]	-2%[87.6 µM]	?	-2%[87.6 µM]
- COc1cc(/C=C(\C#N)c2nc3ccccc3[nH]2)ccc1OCc1ccc(F)cc1
→ /	6	/	/	18%	/	74%[activator]
- Cc1ccc(C)c(NC(=O)Cn2c(-c3ccccc3)nc(C)cc2=O)c1
→ -10%	-3	?	?	2%	i	-22%
- CCOC(=O)c1ccc(NC(=O)CCc2c(C)nc3c(c(C)nn3-c3ccccc3)c2C)cc1
→ /	2	/	/	0%	/	-8%
- CN(C)S(=O)(=O)c1ccc(C(=O)NCCS(=O)(=O)N2CCN(c3ccccc3)CC2)cc1
→ /	-4	/	/	7%	/	29%
- COc1ccc(-n2nc(C3CCN([S+](=O)([O-])c4c(C)noc4C)CC3)[nH]c2=O)cc1
→ -9%	23	-18%	-16%	-6%	i	-9%
- COc1ccc(NC(=O)CN(C)S(=O)(=O)c2ccc3nc(C)sc3c2)cc1
→ /	-13	/	/	0%	/	2%
- O=C(N[C@H](c1ccccc1)C1CC(O)C1)c1ccc(-n2cccn2)cc1 (some centres not stated)
→ 2%	22	-13%	3%	-2%	i[11.5 µM]	-12%
- CCOc1cc(CNC(=O)c2ccc(Cn3c(=O)c4cccn4c4cccnc43)cc2)ccc1OC
→ /	2	/	/	0%	/	17%
- CCOc1ccc(C(=O)NCCS(=O)(=O)N2CCN(c3cccc(Cl)c3)CC2)cc1
→ /	49	/	/	2%	/	25%
- CCc1nc2c(c(-c3ccc(Cl)cc3)n1)CN(CCC(C)C)CC2
→ -3%	-8	-27%	?	-6%	i	15%
- CC(C)NC[C@H]1O[C@@H](CO)[C@@H](O)[C@H]1N1CCCC1
→ 10%[172 µM]	-11	-1%[174 µM]	4%[172 µM]	-1%[87.6 µM]	3%[88.5 µM]	-2%[87.6 µM]
- COc1ccc(C)cc1NS(=O)(=O)c1cnc(N)nc1
→ /	9	/	/	3%	/	?
- CN1CCC2(CCC1=O)CN(CC(=O)NCc1ccccn1)CCN2C (configuration not stated)
→ -6%	2	0%	-11%	13%	-8%	14%
- OC1(CN2CCC(c3nnc4ccccn34)CC2)CNCCOC1 (configuration not stated)
→ -4%	13	-8%	-5%	3%	i	11%
- CN(C)C[C@@H]1CN(Cc2cccnc2)C[C@H]1NC(=O)c1ccc(Cl)s1
→ -6%	4	?	?	-19%	0%	-23%
- O=C1NCc2ccccc2CC12CCCCN2Cc1cncs1 (configuration not stated)
→ /	-9	-13%	-14%	-26%	-2%	0%
- O=C(N[C@H]1CCN2C(=O)c3cc(-c4ccc(F)cc4F)ccc3NC(=O)[C@H]12)c1cccc(F)c1
→ ?	-12	?	?	-21%	3%	7%
- Cc1ccc(NC(=O)Cn2ccn3nc(-c4ccc(F)cc4)c(CO)c3c2=O)cc1
→ 8%	-2	i	7%	7%	i	6%
- COc1cccc(C(=O)NC2CCN(c3cnn(CC4CC4)c(=O)c3)CC2)c1
→ 2%	12	-13%	?	-8%	i	9%
- CC(=O)N1c2ccc(S(=O)(=O)NCC3CCC(C(=O)Nc4cccc(C)c4)CC3)cc2CC1C (configuration not stated)
→ /	6	/	/	?	/	-8%
- CCOC(=O)c1ccc(NC(=O)CN2C(=O)NC3(CCCCC3)C2=O)cc1
→ -15%	27	-26%	?	4%	i	-14%
- CN(C)c1ccc(C(=O)NC[C@H]2O[C@@H](CC(=O)N3CCN(c4ccccc4)CC3)[C@H](O)[C@@H]2O)cc1
→ -21%	-6	?	3%	7%	i	18%
- C=C1C(=O)O[C@@H]2C/C(C)=C\C(=O)/C=C(\C)[C@@H](OC(=O)/C(C)=C\C)[C@H](O)[C@@H]12
→ /	7	/	/	15µM*	i	/
- CCCOc1ccccc1C(=O)N1CCC2(CC1)[C@H](O)C[C@@H]2OCCN
→ 9%	9	i	-1%	-2%	-2%[11.5 µM]	-13%
- CC(C)COc1ccc(-c2nonc2NC(=O)c2ccc(F)cc2)cc1
→ /	30	/	/	-9%	/	0%
- COc1cccc(CN2CCCCC2c2nc(CCOCC3CCOCC3)no2)c1 (configuration not stated)
→ -10%	12	?	?	1%[12.5 µM]	-9%	?
- CCCC12CN3CC(CCC)(CN(C1)C3c1c[nH]c3ccccc13)C2=O (configuration not stated)
→ /	-21	/	/	-4%	/	6%
- CCc1ccccc1NC(=O)CCCN1C(=O)COc2ccc(C)cc21
→ /	-9	/	/	-4%	/	18%
- COC(=O)C1=COC(O[C@@H]2O[C@H](COC(=O)/C=C/c3ccc(O)cc3)[C@@H](O)[C@H](O)[C@H]2O)C2C(CO)=CCC12 (some centres not stated)
→ /	14	/	/	-40%[23.9 µM]	?	/
- CC[C@@]1(C(=O)O)C[C@H](C(=O)N(C)CCOC)[C@H](c2ccc(OC)cc2)N1C
→ -1%	2	?	?	6%	-25%	18%
- Cc1nc2c(c(C)c1CCC(=O)Nc1ccc(F)cc1)c(=O)n(C)c(=O)n2C
→ /	-2	/	/	0%	/	28%
- Cc1ccc(NC(=O)CSc2nc(=O)n(CCN3CCOCC3)c3c2CCC3)cc1Cl
→ /	18	/	/	0%	/	51%[activator]
- O=C(NC1CCS(=O)(=O)C1)c1cc2c(s1)CN(C1CCCC1)C2 (configuration not stated)
→ -13%	12	?	?	3%	?	-17%
- CN1C[C@H](C(=O)Nc2cccc(F)c2)C[C@H]1c1cccc(C(F)(F)F)c1
→ -2%[172 µM]	-4	50µM*	63µM*	?	4%[88.5 µM]	?
- Cc1ccc(CNC(=O)CC2CCOCC2)cc1C
→ 3%	4	4%	17%	4%[12.5 µM]	0%	2%
- CC(N)C12CC3CC(CC(C3)C1)C2 (configuration not stated)
→ /	13	/	/	-18%	2%&-22%	-2%
- CC(=O)N[C@@H]1[C@H](O[C@@H]2c3ccc(c(Cl)c3)Oc3cc4cc(c3O[C@H]3O[C@H](CO)[C@@H](O)[C@H](O)[C@H]3NC(=O)CCCCCCCC(C)C)Oc3ccc(cc3Cl)C[C@H]3NC(=O)[C@H](N)c5ccc(O)c(c5)Oc5cc(O)cc(c5)[C@H](NC3=O)C(=O)N[C@H]4C(=O)N[C@H]3C(=O)N[C@@H]2C(=O)N[C@@H](C(=O)O)c2cc(O)cc(O[C@H]4O[C@H](CO)[C@@H](O)[C@H](O)[C@H]4O)c2-c2cc3ccc2O)O[C@H](CO)[C@@H](O)[C@@H]1O
→ /	/	/	/	1%	0%	16%
- Cc1cccc(CN2C[C@@H]3C(C(=O)Nc4ccccc4)=NO[C@@H]3C2)c1
→ 1%[172 µM]	6	?	?	8%[87.6 µM]	-28%[88.5 µM]	7%[87.6 µM]
- O=C(NCc1cccnc1)C1CCC(=O)N1C1CCN(C(=O)Cc2cccc(F)c2)CC1 (configuration not stated)
→ 0%	21	-11%	-8%	8%	i	-15%
- CSc1ccc(C2CC(=O)Oc3c2c(=O)n(C)c2ccccc32)cc1 (configuration not stated)
→ /	1	/	/	-13%	/	?
- CCCN1CCN(c2nnc(-n3cccc3C(=O)Nc3cc(Cl)ccc3C)s2)CC1
→ /	-8	/	/	-13%	/	-14%
- CCCCN(C)c1nnc(NC(=O)Nc2cccc(C(C)=O)c2)s1
→ /	-15	/	/	?	/	-4%
- COc1ccc(C(=O)NCCn2cc(SCC(=O)Nc3ccc4c(c3)OCCO4)c3ccccc32)cc1OC
→ /	18	/	/	-25%	/	-11%
- CN(C)CCNC(=O)C1(C)CN(Cc2ccccc2)Cc2ccc(Nc3ccccc3)nc21 (configuration not stated)
→ 5%	4	16µM*	28µM*	-14%	-4%	?
- CCCN1C(=O)Cc2ccccc2C1C(=O)NCc1ccc(F)cc1F (configuration not stated)
→ 0%	4	2%	-22%	1%	i	-22%

# (cont.)
# Order of results – Luciferase inh	IP6K1 inhibitor	3T3 cytotox	HEK cytotox	SNCA viab count	GPT2 inh	SNCA expr inh
- CCOC(=O)c1c(Nc2ccc(OC)cc2)nnc(-c2ccccc2)c1-c1ccccc1
→ /	38	/	/	-27%	/	?
- O=c1[nH]c(N2CCOCC2)nc2c1CCN(Cc1cc(F)c(F)cc1F)CC2
→ 7%	17	-13%	-10%	-5%	1%	15%
- CC1(C(=O)NCc2ccc(F)cc2)COCc2cnc(Nc3ccccc3)nc21 (configuration not stated)
→ -9%[172 µM]	-5	?	79µM*	-17%[87.6 µM]	5%[88.5 µM]	-23%[87.6 µM]
- CNS(=O)(=O)CCNc1nccc(-c2cc(C(=O)O)ccn2)n1
→ -9%	6	0%	-2%	12%	i	-7%
- Cc1ccc2c(c1)N(C(=O)CCC(=O)NCc1cccs1)CCO2
→ /	6	/	/	5%	/	6%
- Cc1ccc(N2C(=O)CS(=O)(=O)C23C(=O)N(Cc2ccccc2F)c2ccccc23)cc1Cl (configuration not stated)
→ /	-5	/	/	-7%	/	-24%
- COc1ccccc1NC(=O)Nc1ccc2n(c1=O)C[C@H]1C[C@@H]2CN(C(=O)Cc2cccs2)C1
→ -1%	5	i	-12%	4%	i	-22%
- COc1ccc(-c2ccnc3nc(-c4ccccc4OC)nn23)cc1OC
→ -22%	-5	?	?	-6%	i	21%
- COc1ccccc1C(=O)N1CCC(N2C[C@H](O)C[C@H]2C(=O)NC2CCCCC2)CC1
→ 0%	23	-4%	i	3%	i	?
- COc1ccccc1-c1cc(C(=O)NCC#N)c2cnn(C)c2n1
→ /	2	?	?	/	/	/
- Cc1ccc2nc(NC(=O)c3ccc(S(=O)(=O)N4CCC(C)CC4)cc3)sc2c1
→ /	-6	/	/	-3%	/	?
- COCCN1CCC(N2CCN(S(=O)(=O)c3ccc(Cl)s3)CC2)C1=O (configuration not stated)
→ 1%	22	-14%	-29%	5%	i	-9%

# In a second layout: 3 of the compounds above.
SMILES	Luciferase inh	IP6K1 inhibitor	3T3 cytotox	HEK cytotox	SNCA viab count	GPT2 inh	SNCA expr inh
OC1(CN2CCC(c3nnc4ccccn34)CC2)CNCCOC1 (configuration not stated)	-4%	13	-8%	-5%	3%	i	11%
CC(N)C12CC3CC(CC(C3)C1)C2 (configuration not stated)	/	13	/	/	-18%	2%&-22%	-2%
CC(C)COc1ccc(-c2nonc2NC(=O)c2ccc(F)cc2)cc1	/	30	/	/	-9%	/	0%
